HEK293 cAMP cs = raises cAMP in parental HEK293 cells, TSHR agonist counter-screen | parental HEK293 CNG cAMP sensor, membrane potential fluorescence | Potency, µM (series often up to 57.1 µM), inactives show at the top dose activation, usual class: activators | hit rate 2.5% among 73,000; further: potency means the concentration at half of the fitted maximal effect; % of control where 0% means no effect; nearly all actives have a fitted effect of over 55% in size
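Counterscreen for endogenous-receptor signalling: CNG-channel HEK 293 cells report cAMP rise by membrane depolarization. After 60 min dye equilibration with 100 uM RO 20-1724, compounds incubated 30 min before bottom-read fluorescence at 590 nm.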
TexasRed autofl = compounds fluorescent in Texas Red spectral region; max dye-equivalent concentration, M; hit rate 0.06% among 59,000; Compound fluorescence, Texas Red channel, 547/618 nm; hits give high values; in the data active means max dye-equivalent concentration above about 10 nM; inconclusive means between about 1.1 nM and that limit
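qHTS profiling of intrinsic compound fluorescence; 100 mM Tris pH 8.0; 15 min RT; ex 547 / em 618 nm; response expressed as Texas Red dye-equivalent concentration from six-point plate standard.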
Rhodamine autofl = compound autofluorescence in rhodamine spectral region; Rhodamine-region fluorescence, 547/598 nm, Tris buffer; hits give high values; max dye-equivalent concentration, M; hit rate 0.05% among 59,000; AID 594; in the data active means max dye-equivalent concentration above about 11 nM; inconclusive means between about 1.1 nM and that limit
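Intrinsic compound fluorescence, ex 547 / em 598 nm, CCD imager. Tris 100 mM pH 8.0; 15 min RT. Output = rhodamine dye-equivalent concentration at each compound concentration.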
Casp1 inh = caspase-1 (human) inhibition, allosteric or competitive | Caspase-1 enzyme, Ac-WEHD-AFC fluorogenic rate | Potency, µM (top dose mostly 57.5 µM), inactives show at the highest dose activity change, negative = inhibition, usual class: inhibitors | hit rate 0.03% among 75,000 | AID 900;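 further: potency means the concentration at half of the fitted maximal effect; plate controls were vehicle for no effect and no substrate for full effect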
Target sequence (P29466 120-297 limits assumed): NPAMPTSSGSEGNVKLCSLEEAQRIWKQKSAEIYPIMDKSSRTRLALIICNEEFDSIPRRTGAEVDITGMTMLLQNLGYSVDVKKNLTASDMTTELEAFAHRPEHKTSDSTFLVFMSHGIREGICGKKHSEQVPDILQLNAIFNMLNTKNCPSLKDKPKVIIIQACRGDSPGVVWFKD
Target sequence (P29466 317-404 limits assumed): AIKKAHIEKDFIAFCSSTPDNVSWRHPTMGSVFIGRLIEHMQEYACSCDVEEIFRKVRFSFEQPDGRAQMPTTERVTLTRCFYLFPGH
Luciferase inh = inhibitors of firefly luciferase. AID 411. purified firefly luciferase, luminescence, 8 min. hit rate 2.2% among 72,000. Potency, µM (top dose mostly 57.1 µM), for inactives: at the highest dose activity change, negative = inhibition, usual class: inhibitors; further: potency means the concentration at half of the fitted maximal effect; on the % scale 0 is the no-effect control and ±100 the full control effect; nearly all actives have a fitted effect of over 40% in size
Target sequence (P08659 whole entry, looked up): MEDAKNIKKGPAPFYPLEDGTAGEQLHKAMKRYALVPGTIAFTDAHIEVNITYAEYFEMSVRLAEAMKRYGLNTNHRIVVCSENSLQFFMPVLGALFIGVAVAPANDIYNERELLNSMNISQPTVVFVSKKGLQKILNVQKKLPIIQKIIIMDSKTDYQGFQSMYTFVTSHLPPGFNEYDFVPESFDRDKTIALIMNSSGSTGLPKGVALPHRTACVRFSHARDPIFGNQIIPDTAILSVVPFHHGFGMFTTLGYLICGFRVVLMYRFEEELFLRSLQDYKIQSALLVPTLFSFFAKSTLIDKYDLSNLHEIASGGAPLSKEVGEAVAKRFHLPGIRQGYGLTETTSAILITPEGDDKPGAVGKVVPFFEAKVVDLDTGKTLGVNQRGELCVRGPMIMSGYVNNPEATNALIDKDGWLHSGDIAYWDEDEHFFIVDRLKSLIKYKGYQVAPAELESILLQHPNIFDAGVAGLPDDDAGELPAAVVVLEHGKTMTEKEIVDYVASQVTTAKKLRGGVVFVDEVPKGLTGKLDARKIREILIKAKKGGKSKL
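Luminescence read-out after 8 min at room temperature; enzyme reaction used luciferin plus 10 uM ATP (linear range) in imidazole buffer pH 7.2 with KCl, MgCl2, Tween 20 and BSA. Each sample was run as a titration.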
Caspase-7 inhib = allosteric or competitive inhibitors of human caspase-7; hit rate 0.02% among 75,000; recombinant caspase-7, Ac-DEVD-AFC fluorescence rate; Potency, µM (top dose mostly 57.5 µM), for the others: at the highest dose activity change, negative = inhibition, most hits filed as inhibitors; active means well fitted inhibition curve with a large enough effect in the main read-out, with a control signal flat, not every such curve was filed as active; inconclusive means small, poorly fitted or top-dose-only effect, or a change in a side signal; further: potency means the concentration at half of the fitted maximal effect; % of control where 0% means no effect
Tau filament bind = binders of human tau filaments; recombinant tau filaments, thioflavin S fluorescence, 15 h; filaments grown with octadecylsulfate alongside compound; Potency, µM (doses to about 57.1 µM), for the others: at the highest dose activity change, negative = inhibition; hit rate 2% among 71,000; AID 596;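 further: potency means the concentration at half of the fitted maximal effect; on the % scale 0 is the no-effect control and ±100 the full control effect; actives lower thioflavin S fluorescence by blocking filaments or displacing dye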
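His-tagged recombinant human tau (exons 2, 3 and 10 included), 1 uM, was induced to fibrillize by 30 uM sodium octadecylsulfate with compound present. After 15 h at 37 C, thioflavine S fluorescence (ex 450, em 510 nm) was read.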
USP2a inhib = USP2a (human) protease inhibition; O75604; USP2a enzymatic assay, qHTS inhibition; Potency, µM (highest dose often 38.3 µM), for inactives: at the highest dose activity change, negative = inhibition, usual class: inhibitors; hit rate 0.1% among 60,000; AID 927;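 further: potency means the concentration at half of the fitted maximal effect; nearly all actives have a fitted effect of over 60% in size; plate controls were DMSO for no effect and NEM full inhibition control for full effect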
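Coupled readout: USP2-cleaved Ub-PLA2 (20nM final) turns over NBD C6-HPC (20uM final), Ex 460nm/Em 535nm after 2.5 h, time-zero read flagging artifacts. Enzyme (20nM final, pH 8.0 Tris) given 30 min RT with compound first; NEM defines full inhibition.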
HADH2 inhib = inhibitors of human HADH2 dehydrogenase; recombinant HADH2, NADH fluorescence, beta-hydroxybutyryl-CoA; Potency, µM (highest dose often 57.1 µM), for the others: at the highest dose activity change, negative = inhibition, usual class: inhibitors; Q99714; hit rate 3.4% among 73,000; further: potency means the concentration at half of the fitted maximal effect; on the % scale 0 is the no-effect control and ±100 the full control effect; nearly all actives have a fitted effect of over 60% in size; many of its hits are not listed in these tables
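NADH fluorescence (ex 360/em 450 nm) read every 30 s for 4 min; activity taken as last-minus-first time point difference. Enzyme 20 nM, NAD+ 1 mM, beta-hydroxybutyryl-CoA 90 uM, pH 9.0 Tris buffer.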
Fluorescein autfl = fluorescein region autofluorescence | max fluorescein-equivalent concentration, M | Compound autofluorescence, 480/540 nm, fluorescein-equivalent; hits give high values | AID 593 | hit rate 0.91% among 59,000; in the data active means max fluorescein-equivalent concentration above about 10 nM; inconclusive means between about 1.1 nM and that limit
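Compounds (23 nL) in 100 mM Tris pH 8.0, 15 min at room temperature, then fluorescence read at 480 nm excitation/540 nm emission. Signal converted to fluorescein-equivalent concentration from an on-plate fluorescein standard curve.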
ERK AVP inh = blocks ERK signaling stimulated by vasopressin. HEK293-V1b, vasopressin-stimulated pERK AlphaScreen. Potency, µM (series often up to 57.5 µM), for inactives: at the highest dose activity, negative = inhibition, hits mostly inhibitors. hit rate 0.99% among 72,000; further: potency means the concentration at half of the fitted maximal effect; on the % scale 0 is the no-effect control and ±100 the full control effect; nearly all actives have a fitted effect of over 55% in size
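V1b-HEK293 cells; cpd 30 min 37C; 25 nM vasopressin 5 min; lyse 10 min; AlphaScreen beads 5 hr RT. Normalized to DMSO basal and 25 nM vasopressin; AC50 by Hill fit.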
* hit, by the source's call; i = inactive; ? = inconclusive; · = not tested or not shown; & = joins results of further samples; [ ] = dose if it differs, or a comment. Unless noted, the call rests on the fitted dose curve; in most records, active means well fitted curve in the direction sought with a large enough effect; inconclusive means small, poorly fitted or top-dose-only effect, or another doubt; inactive means no such curve, though single readings can be large; an effect the other way counts as inactive or inconclusive.

SMILES | HEK293 cAMP cs | TexasRed autofl | Rhodamine autofl | Casp1 inh | Luciferase inh | Caspase-7 inhib | Tau filament bind | USP2a inhib | HADH2 inhib | Fluorescein autfl | ERK AVP inh
O=C1c2cccnc2C(=O)N1c1cccc(-c2nc3ccccc3o2)c1 | -3.0% | i | i | 0.2% | -19.3% | 4.7% | -1.7% | -18.9% | 15.2% | i | 7.8%
O=C(CCc1nc2ccccc2[nH]1)Nc1ccc2c(c1)OCCO2 | -2.4% | · | · | -0.6% | -12.1% | -0.8% | 12.7% | · | 5.3% | · | -13.9%
O=C(Nc1ccc(SC(F)F)cc1)c1ccc2nccnc2c1 | 6.0% | ? | i | -0.6% | ? | 1.1% | 12.6µM* | 33.8%[activator] | ? | i | 25.1µM*
CCOc1ccc(CCNC(=O)CN(C)S(=O)(=O)c2cccc3nsnc23)cc1OCC | 2.3% | ? | i | 1.2% | 0.5% | 0.7% | -9.7% | 16.2% | -5.3% | i | 8.3%
CCC1CCCCN1S(=O)(=O)c1ccc2c(c1)CCN2C(=O)C1CCC1 (configuration not stated) | ? | i | i | -2.3% | -0.5% | -2.8% | 4.1% | -0.5% | -10.6% | i | -12.1%
CN(C)C(=O)N1CCN(C(=O)c2ccco2)CC1 | 3.8% | · | · | 1.7% | 0.1% | -1.6% | 4.8% | · | -1.3% | · | -14.1%
CC[C@H](CO)NCCN[C@@H](CC)CO | 3.0%[25.6 µM] | i | i | -0.8%[25.7 µM] | -0.8%[25.5 µM] | 3.1%[25.7 µM] | 4.7%[25.6 µM] | -1.4%[17.1 µM] | -1.2%[25.6 µM] | ? | -14.7%[25.7 µM]
CCCCOc1ccccc1NC(=O)C=C(C)C | 15.0% | i | i | 1.1% | 0.3% | 1.5% | -4.9% | 0.6% | 6.5% | ? | -6.4%
COc1cccc(N(CC(=O)Nc2cccc(C(C)=O)c2)S(C)(=O)=O)c1 | 16.5% | · | · | -2.4% | 1.2% | 0.0% | -6.2% | 4.8% | -7.1% | · | -18.0%
O=C(CCC(=O)c1ccc[nH]1)c1ccc(Cl)cc1 | -4.3% | ? | i | 1.5% | -12.0% | -15.1% | ? | 11.0% | -5.7% | ? | 12.0%
CCOC(=O)C(C)Sc1nnc(-c2ccccc2O)n1Cc1ccccc1 (configuration not stated) | ? | ? | i | 3.4% | -0.2% | -0.1% | 37.7% | 18.0% | 0.1% | ? | -5.9%
Clc1ccc(OCCn2ccnc2)c(Cl)c1 | 7.9% | i | i | -0.4% | -3.5% | -0.1% | -15.3% | -2.0% | -4.8% | i | -24.9%
O=c1cc(CN2CCN(CCO)CC2)c2cc3c(cc2o1)CCC3 | ? | ? | i | 0.7% | 0.3% | -0.5% | 6.6% | -0.7% | -5.0% | i | -15.8%
Cc1cc2cc(CNC(=O)c3ccc4c(c3)OCO4)ccc2[nH]1 | 4.8% | i | i | -2.4% | -6.5% | -2.1% | -26.9% | 29.3% | -3.6% | i | 18.4%
O=C(CC1CCS(=O)(=O)C1)NC1CCCCC1 (configuration not stated) | -8.9% | ? | i | 3.2% | -2.1% | 1.0% | 5.3% | 0.2% | 5.5% | i | 6.9%
Cc1ccc(S(=O)(=O)N2CCCC(C(=O)NC3=NCCS3)C2)cc1 (configuration not stated) | -3.2% | i | i | 1.0% | 1.3% | 0.2% | 1.6% | 5.9% | 8.6% | ? | -27.0%
O=S(=O)(c1cccc2cccnc12)N(CCO)CCO | -1.5% | · | · | -2.0% | -0.4% | -0.9% | -3.4% | · | -5.6% | · | 0.3%
c1ccc(Cn2nnc3c(NCCN4CCOCC4)ncnc32)cc1 | -1.1% | i | i | -1.3% | 1.5% | 0.0% | -2.7% | -0.3% | -3.7% | i | -10.6%[11.5 µM]
CC1(C)C2CCC13CS(=O)(=O)N[C@@H]3C2 (some centres not stated) | 3.1% | i | i | -0.1% | 1.4% | 0.3% | -23.2% | -8.0% | -3.8% | i | -0.9%
O=C(Nc1ccc(S(=O)(=O)N2CCCCC2)cc1)c1cnccn1 | -2.4% | i | i | 3.2% | 1.6% | -0.7% | 0.0% | 5.4% | 10.3% | i | 3.5%
O=C(CN1C(=O)CSC1=O)N1CCc2ccccc2C1 | 13.8% | ? | i | -1.4% | 2.9% | -1.1% | 5.0% | -3.2% | -3.7% | i | 0.6%
CCCCOC(=O)c1ccc(NS(=O)(=O)c2cc(-c3nnnn3CC)ccc2OC)cc1 | -19.7% | · | · | -1.2% | 0.7% | -0.2% | 29.3% | 14.7% | -5.5% | · | -16.6%
COc1cc(C(=O)N2CCN(C(=O)c3ccco3)CC2)cc(OC)c1OC | -2.9% | · | · | 1.7% | 0.1% | 1.0% | 4.4% | -8.1% | 4.3% | · | 6.0%
CC(=O)NC(Cc1ccccc1)C(=O)N1CCN(C(=O)c2cccs2)CC1 (configuration not stated) | -3.4% | i | i | -2.0% | 0.5% | 1.4% | 6.2% | 1.7% | 4.0% | i | -16.6%
CCOc1ccc2[nH]c(=O)c(CN(CC3COCCO3)C(=O)C3CC3)cc2c1 (configuration not stated) | 0.0% | ? | i | 2.1% | 0.1% | -1.9% | -1.8% | 8.7% | 10.5% | ? | -3.1%
c1ccc(CCN2CN(CCCN3CCOCC3)c3nc4ccccc4n3C2)cc1 | ? | i | i | -0.3% | 0.6% | -1.3% | 0.7% | 14.4% | 8.8% | ? | -5.5%
COc1ccc(C(c2nnnn2Cc2ccccc2)N2CCN(c3nc4ccccc4s3)CC2)cc1 (configuration not stated) | 13.9% | i | i | -2.6% | 1.0% | -6.4% | 32.1% | 23.4% | 19.0% | i | 30.4%[activator]
CCOc1cccc2cc(-c3nnc(-c4ccccc4)o3)c(=O)oc12 | -2.9% | ? | i | -1.7% | -10.2% | 0.9% | -9.0% | 0.9% | 6.1% | ? | -9.0%
O=C(Nc1ccccc1C(=O)NCc1ccco1)c1ccccc1 | ? | · | · | -4.0% | -0.1% | -0.5% | 2.1% | 4.6% | -3.2% | · | -28.3%
C=CCc1cccc2cc(C(=O)OCC)c(=O)oc12 | 12.2% | · | · | -5.6% | 1.3% | 1.9% | -3.9% | 9.6% | ? | · | -17.3%
COc1ccc2c(c1)CCc1c-2n[nH]c1C(=O)O | -18.2% | ? | i | 2.8% | ? | -0.6% | 0.7% | -6.0% | ? | i | 5.4%
CN1CCCN(Cc2ccccc2C(F)(F)F)CC1 | 11.1%[11.4 µM] | · | · | -0.1% | 3.3% | 0.9% | -24.2%[11.4 µM] | -1.7%[7.66 µM] | 0.6%[11.4 µM] | · | -5.2%
CCOC(=O)N1CCN(C(=O)C2CCCN(c3ncnc4c3sc3cccc(F)c34)C2)CC1 (configuration not stated) | 24.8% | i | i | -2.3% | 0.9% | -2.4% | 1.7% | 9.2% | 3.8% | i | ?
O=C(NCC1COc2ccccc2O1)Nc1ccccc1F (configuration not stated) | ? | i | i | 0.9% | -2.9% | 0.2% | 9.2% | 4.5% | 3.5% | ? | 27.1%
Cc1nc(-c2ccccc2)sc1C(N)=O | 3.6% | i | i | -4.9% | -0.2% | 0.5% | 5.4% | -3.0% | -1.3% | i | -16.8%
Cn1cccc1Cc1nnc(SCC(=O)N2CCOCC2)n1-c1ccc(F)cc1 | -5.2% | · | · | -2.4% | 3.2% | -0.1% | -9.8% | · | -5.9% | · | -5.5%
CCSc1nc2c(c(=O)[nH]c(=O)n2C)n1CC(O)COc1ccccc1C (configuration not stated) | -2.5% | ? | i | -0.3% | 1.6% | 0.4% | 6.5% | 15.0% | ? | i | 2.0%
Clc1ccc(-c2noc(CN3CCCCC3)n2)cc1 | -0.1%[11.4 µM] | i | i | -3.5%[11.5 µM] | 0.2%[11.4 µM] | -2.0%[11.5 µM] | -5.7%[11.4 µM] | · | -1.5%[11.4 µM] | i | ?
CC(=O)N=c1sc(S(N)(=O)=O)nn1C | 18.0%[25.6 µM] | ? | i | -1.3% | 1.8%&2.8%[25.5 µM] | -1.3% | -0.9%[25.6 µM] | -6.0% | ? | ? | -19.1%
COc1cc(C2NC(=O)c3ccccc3O2)cc(OC)c1OC (configuration not stated) | 7.5% | i | i | 0.6% | 1.2% | -0.8% | 7.0% | -5.7% | 1.3% | i | -17.5%
CC(C)(C)C(=O)C(CO)(Oc1ccc(Cl)cc1)n1cncn1 (configuration not stated) | 4.3% | i | i | 0.6% | 3.6% | 0.1% | -13.7% | 2.6% | 14.8% | i | -3.2%

Copied from the list:
Caspase-7 inhib with Clc1ccc(-c2noc(CN3CCCCC3)n2)cc1 = -2.0%[11.5 µM]
Tau filament bind with O=C(Nc1ccc(S(=O)(=O)N2CCCCC2)cc1)c1cnccn1 = 0.0%

An excerpt; rates above refer to the full screens.
